Screening results: PubChem BioAssay, Sanford-Burnham Center for Chemical Genomics
beta cell repl – inducers of MIN6 beta-cell proliferation, primary screen, ATP luminescence, uHTS. MIN6 cells proliferation, ATPlite luminescence, 48 h; cells starved in 0.2% serum; 100% = growth in 10% serum. proliferation, % at 10 µM. 0.29% of 330,000 active. AID 2380, 2010;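 active means compounds whose signal lies at least 3.5 SD above the mean of all wells on their plate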;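 further: 0% = DMSO-treated cells in low-serum medium and 100% = 10% serum control; some compounds called inactive have numbers as strong as hits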
A3G deaminase – APOBEC3G DNA deaminase inhibitors, primary screen, biochemical, fluorescence, single-stranded DNA substrate, uHTS; inhibition, % at 20 µM; DNA dC->dU-editing enzyme APOBEC-3G (Homo sapiens), Q9HC16; AID 493012, 2011; recombinant A3G, ssDNA deamination FAM/TAMRA fluorescence; 0.28% of 330,000 active;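 active means inhibition of at least 40% at 20 µM, with no more than 30% in the related APOBEC3A deaminase screen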;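 further: plate controls were DMSO wells with A3G for no effect and wells lacking A3G enzyme for full effect; some compounds called inactive have numbers as strong as hits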
mIAP act – activators of mouse IAP, primary screen, biochemical, luminescence, uHTS; muIAP, CDP-Star luminescence, 30 min; active compounds read high; 1 = vehicle-only enzyme signal, 0 = enzyme-free wells; activation factor at 10 µM; 0.24% of 330,000 active; AID 2805, 2010;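 active means activation factor of at least 2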; further: the source names both 10 and 20 µM as test concentration; values of inactives mirror those of a sister screen read the other way
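also added = chemiluminescent substrate CDP-Star | test system = mouse IAP enzyme | signal = chemiluminescence readout | compound = DMSO-dissolved test compounds | incubation = 30 min at room temperature | benchmarks = DMSO wells, no-enzyme wells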
mIAP inh – inhibitors of mouse IAP, primary screen, biochemical, luminescence, uHTS. intestinal alkaline phosphatase [Mus musculus]. purified mouse IAP, CDP-Star luminescence, 30 min. inhibition, % at 10 µM. 0.2% of 330,000 active;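 active means inhibition of at least 40% at 10 µM in the primary screen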;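 further: plate controls were DMSO with enzyme for no effect and no enzyme wells for full effect; values of inactives mirror those of a sister screen read the other way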
GRIN3A LBD mod – binders of NR3A ligand-binding domain, primary screen, biophysical, differential scanning fluorimetry, uHTS | NR3A LBD differential scanning fluorimetry, Tm shift; 0% = protein alone, 100% = glycine-bound protein | Tm shift relative to glycine control, % at 25 µM | Glutamate receptor ionotropic, NMDA 3A (GRIN3A) ligand-binding domain | AID 1259313, 2017 | 2.5% of 340,000 active;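 active means melting temperature shift of at least 10% of the positive control shift, at one fixed dose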
hIAP act – human IAP activators, primary screen, biochemical, luminescence, uHTS; purified human IAP, CDP-Star luminescence, 30 min; active compounds read high; 1 = vehicle-only enzyme, 0 = enzyme-free background; activation factor at 10 µM; 0.16% of 330,000 active; AID 2524, 2010;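 active means activation factor of the enzyme at least 2-fold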; further: the source names both 10 and 20 µM as test concentration; values of inactives mirror those of a sister screen read the other way
Target sequence (P09923 whole entry, looked up): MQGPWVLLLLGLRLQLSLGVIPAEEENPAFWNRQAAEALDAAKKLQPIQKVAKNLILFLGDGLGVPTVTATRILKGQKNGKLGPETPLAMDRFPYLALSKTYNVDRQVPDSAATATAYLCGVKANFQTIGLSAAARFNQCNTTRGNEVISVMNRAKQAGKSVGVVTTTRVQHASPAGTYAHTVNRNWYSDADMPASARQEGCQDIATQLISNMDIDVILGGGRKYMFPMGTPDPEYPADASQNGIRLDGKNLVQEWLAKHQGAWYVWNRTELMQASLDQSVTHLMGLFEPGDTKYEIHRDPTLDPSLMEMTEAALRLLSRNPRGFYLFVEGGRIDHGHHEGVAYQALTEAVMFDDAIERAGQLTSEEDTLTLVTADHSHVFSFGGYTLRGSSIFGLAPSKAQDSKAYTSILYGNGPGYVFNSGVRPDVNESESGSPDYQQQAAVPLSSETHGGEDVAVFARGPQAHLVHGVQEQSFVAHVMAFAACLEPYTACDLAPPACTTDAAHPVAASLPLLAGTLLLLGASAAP
A3A deaminase – APOBEC3A ssDNA deaminase inhibitors, primary screen, selectivity assay for APOBEC3G inhibitor project, biochemical, FAM/TAMRA oligo cleavage fluorescence; recombinant A3A, FAM/TAMRA ssDNA deamination fluorescence; inhibition, % at 20 µM; 0.41% of 330,000 active;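 active means at least 40% inhibition at 20 µM here, with at most 30% in a related deaminase screen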;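 further: plate controls were A3A with DMSO for no effect and wells lacking A3A enzyme for full effect; some results filed as inactive read as strong as hits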
Target sequence (P31941 whole entry, looked up): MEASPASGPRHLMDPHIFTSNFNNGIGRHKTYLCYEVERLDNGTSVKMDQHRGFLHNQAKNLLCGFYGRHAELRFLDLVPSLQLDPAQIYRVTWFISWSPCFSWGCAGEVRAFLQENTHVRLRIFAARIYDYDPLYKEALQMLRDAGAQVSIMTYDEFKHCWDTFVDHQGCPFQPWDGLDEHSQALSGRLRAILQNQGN
MPTP inh – mitochondrial permeability transition pore inhibitors, primary screen, biochemical, isolated mouse mitochondria, absorbance. 1.4% of 360,000 active. AID 602449, 2012. inhibition, % at 10 µM. Ca2+ swelling absorbance, 30 min;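 active means inhibition of 50% or more, scaled per plate between neutral and stimulator controls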;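 further: 0% = DMSO wells given calcium and 100% = 1 mM EGTA wells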
hIAP block – human IAP inhibitors, primary screen, biochemical, luminescence, uHTS; inhibition, % at 10 µM; purified IAP, CDP-Star luminescence, 30 min; 0.12% of 330,000 active;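 active means inhibition reaching a set limit with compound at 10 µM in the primary screen, cut at about 35% in these data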;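 further: plate controls were DMSO wells with enzyme for no effect and no-enzyme buffer wells for full effect; values of inactives mirror those of a sister screen read the other way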
* marks the source's active call; other numbers are inactive results.

SMILES	beta cell repl	A3G deaminase	mIAP act	mIAP inh	GRIN3A LBD mod	hIAP act	A3A deaminase	MPTP inh	hIAP block
CCC(=O)Nc1cc2[nH]c(=O)cc(C)c2cc1C	3	-10	1	-2	-1	0.89	-2	-0.5	11
Cc1[nH]nc(SCC(=O)N2CCCC2)c1[N+](=O)[O-]	0	-6	0.97	3	3	1.2	-1	1.6	-20
Cc1ccc(OCC(=O)Nc2ccc(Cl)cc2)c([N+](=O)[O-])n1	-4	-12	1.1	-11	0	1	-2	-0.3	-5
COc1ccc(-n2nc(C(=O)NCC(=O)N3CCCC(C)C3)c3ccccc3c2=O)cc1Cl (centres undefined)	0	-5	1	0	-5	1	0	-0.2	-2
COc1ccc(CN2C(=O)c3cccnc3C2=O)cc1S(=O)(=O)N1CC(C)Oc2ccccc21 (centres undefined)	3	-3	0.99	1	-1	1	-2	-0.1	-2
CC(C)(C)c1ccc(-c2csc(NC(=O)CN3C(=O)NC4(CCCCC4)C3=O)n2)cc1	-4	-1	0.94	6	-3	0.93	0	6.9	7
COc1cc(OC)cc(-n2nnnc2SCC(=O)NC2CCCC2)c1	0	-8	0.96	4	5	0.89	-4	1.3	11
C(=N\N1CCN(C2c3ccccc3-c3ccccc32)CC1)/c1ccccn1	-3	-5	0.96	4	0	1.1	-2	3.7	-10
Cc1cccc(C(=O)NCC(=O)N2CC=C(c3ccccc3)CC2)c1	-1	-4	0.96	4	1	0.96	-4	0.8	4
Cc1ccc(OCC(=O)Nc2ccc3c(c2)OCCO3)cc1C	0	-6	0.95	5	0	0.9	0	-1.2	10
COCCn1cnnc1SCC(=O)Nc1sc2c(c1C#N)CCC2	-1	3	0.96	4	-1	1.1	12	-0.2	-10
NCCCCCNC(=O)/C=N\O	1	-3	0.94	6	-1	0.88	1	0.4	12
CC(=O)Oc1ccc(C(=O)Nc2nccs2)cc1	-1	-13	0.95	5	-1	0.94	-5	-0.6	6
O=C(NCC1CCCO1)c1nn2cccnc2c1Cl (centres undefined)	0	-7	1	-3	-9	1	-1	-0.4	-3
Cc1cccc[n+]1CC(=O)c1ccc2c(c1)OCCO2	1	-4	0.96	4	0	1	-5	2.1	-2
COc1ccc(OC)c(Nc2nc(-c3sc(N)nc3C)cs2)c1	-1	-1	0.73	27	-20	1.1	-3	-0.1	-6
Cc1ccsc1C(=O)OCc1csc(-c2ccccc2)n1	-2	-2	0.96	4	4	1.1	-2	-3.3	-6
COc1cc(NC(=S)N2CCN(CCO)CC2)c(OC)cc1Cl	0	-2	0.98	2	-1	1.5	0	-1.5	-52
CS(=O)(=O)N(CC(=O)N1CCCCC1)Cc1ccc(Cl)cc1	0	-7	0.95	5	0	0.9	0	0.0	10
CS(=O)(=O)N(CC(=O)NC1CCCC1)C1CCCCC1	0	-3	0.99	1	-2	1.1	2	-2.6	-13

Complete entries as entered above.
Shown for Cc1[nH]nc(SCC(=O)N2CCCC2)c1[N+](=O)[O-] = beta cell repl = 0; A3G deaminase = -6; mIAP act = 0.97; mIAP inh = 3; GRIN3A LBD mod = 3; hIAP act = 1.2; A3A deaminase = -1; MPTP inh = 1.6; hIAP block = -20
Shown for COCCn1cnnc1SCC(=O)Nc1sc2c(c1C#N)CCC2 = beta cell repl = -1; A3G deaminase = 3; mIAP act = 0.96; mIAP inh = 4; GRIN3A LBD mod = -1; hIAP act = 1.1; A3A deaminase = 12; MPTP inh = -0.2; hIAP block = -10

Next records:
SMILES	beta cell repl	A3G deaminase	mIAP act	mIAP inh	GRIN3A LBD mod	hIAP act	A3A deaminase	MPTP inh	hIAP block
Cc1ccc(/C=N/NC(=O)c2ccc(C(=O)N/N=C/c3ccc(C)s3)o2)s1	-1	-10	0.9	10	28*	0.99	1	3.8	1
c1ccc2nc3c(nc2c1)CCc1nonc1-3	-4	-7	0.98	2	0	0.83	-1	-1.6	17
CC(C)c1nc(SCC(=O)Nc2cccc(S(N)(=O)=O)c2)n[nH]1	1	-9	0.91	9	-2	1	-6	-5.0	-4
CCN(Cc1ccccc1)C(=O)c1cc2cc(OC)c(OC)cc2[nH]1	4	-7	1	0	-1	0.81	-4	0.1	19
O=C(NC1=NCCS1)c1ccc(Cl)c(S(=O)(=O)N2CCCC2)c1	0	-7	0.92	8	-2	1.1	0	-0.7	-6
CCCOc1ccc(Cc2nn[nH]n2)cc1	-2	0	0.94	6	0	0.97	1	-1.6	2
Cc1ccc(-c2cc(C(=O)Nc3ccc(S(=O)(=O)Nc4cc(C)on4)cc3)c3ccccc3n2)c(C)c1	-3	-7	1	0	-2	1.1	-2	-0.2	-10
O=C(NCCCN1CCOCC1)c1onc(CSc2nc3ccccc3[nH]2)c1C(=O)NCCCN1CCOCC1	-3	-12	1.1	-12	-1	0.99	1	0.0	0
CCOC(=O)c1ccc(-c2c(-c3ccc4c(c3)OCO4)noc2-c2ccsc2)cc1F	-3	-3	0.93	7	-3	0.92	2	-0.8	8
CC1Cn2c(nc3sc4c(c3c2=O)CC(C)(C)OC4)N1CCO (centres undefined)	-1	-8	1.1	-8	1	1	-3	3.6	-2
O=C(COC(=O)c1ccc(Cl)nc1)Nc1ccc(N2CCOCC2)cc1	-3	-4	1.1	-6	2	0.99	2	-0.5	1
O=C(NCc1ccccc1)C1CCCN(S(=O)(=O)c2cccc3nonc23)C1 (centres undefined)	-1	-2	0.92	8	3	0.9	2	23	10
O=C(NCc1ccccc1)c1cc(S(=O)(=O)N2CCCCC2)ccc1N1CCOCC1	-2	-1	0.99	1	-1	0.85	0	0.3	15
Cc1ccc(/C=C2/CCc3c([nH]c4ccccc34)C2=O)cc1	0	-7	0.92	8	-1	1.5	-1	-0.7	-46
O=C(O)c1cccc(NC(CNS(=O)(=O)c2ccc(Cl)cc2)c2ccccc2)c1 (centres undefined)	-2	0	1.1	-6	-7	1.1	4	-0.4	-11
Cc1ccccc1N1CCN(C2CCCN(C(=O)c3ccsc3)C2)CC1 (centres undefined)	7	-4	1	-4	-1	1	1	-0.4	-4
CCOc1ccccc1C(=O)NC(C(=O)OCC(=O)Nc1nnc(-c2ccccc2)o1)C(C)C (centres undefined)	0	-3	0.77	24	-4	1	-2	28	-3
CC(=O)NS(=O)(=O)c1ccc(NC(=O)C(Sc2ccccc2)c2ccccc2)cc1 (centres undefined)	-1	4	1	0	-17	0.99	1	1.4	1
BrC(/C=N/Nc1nc(N2CCOCC2)nc(N2CCOCC2)n1)=C/c1ccccc1	-6	-3	1.1	-8	1	1.2	0	-7.7	-25
Cc1nc2ccccc2c(=O)n1CCN1CCOCC1	1	-7	0.93	8	0	0.97	-5	-0.2	3
Cc1c(OC(C)C(=O)N[C@@H](Cc2ccccc2)C(=O)O)ccc2c3c(c(=O)oc12)CCCC3 (some centres undefined)	0	-8	0.94	6	1	0.94	1	0.6	6
COc1cc(O)oc1C=Nc1ccc(Oc2ccccc2)cc1	-2	-3	0.87	13	0	0.91	-2	0.8	9
CCC(=O)c1ccc(OCC(=O)OC(C)C(=O)NCc2ccc3c(c2)OCO3)cc1 (centres undefined)	-3	-8	1	-1	-1	1	1	-0.2	0
O=C(CC1C(=O)NCCN1C/C=C/c1ccccc1)NCCc1cccnc1 (centres undefined)	-2	-5	0.99	1	0	1.1	-2	-1.2	-11
Cc1c(CCOC(=O)c2ccccc2)sc[n+]1Cc1ccccc1	0	-3	0.7	30	-5	0.98	-2	0.4	2
COCCCNC(=O)C(=O)N/N=C/c1cc2c(cc1Br)OCO2	0	-4	1.1	-7	0	1	-3	-0.7	-3
COc1ccccc1NC(=O)NNC(=O)CCc1ccccc1	3	-7	0.98	2	0	1.1	-4	0.4	-14
CCCOc1ccc(C(=O)NC(=S)N2CCN(c3cc4c(cc3F)c(=O)c(C(=O)O)cn4CC)CC2)cc1	-2	-12	0.97	3	0	1.1	-5	2.0	-11
O=C1c2cccc3c2N(CCC3)C(=O)C1(F)c1ccccc1 (centres undefined)	0	-5	0.92	8	3	0.93	2	0.8	7
COc1ccc(-c2onc(C)c2-c2ccc(C(=O)OC(C)C)o2)c(O)c1	1	-5	1	-1	-11	1	-2	5.3	-1
COc1cccc(CC2(CO)CCCN(Cc3cn[nH]c3-c3cc(C)ccc3C)C2)c1 (centres undefined)	-1	-11	0.93	7	-1	1	-2	-2.5	0
O=C(N/N=C/c1ccncc1)c1sc2ccccc2c1Cl	2	5	0.96	4	13*	0.78	1	1.4	22
CCOC(=O)c1[nH]c2c(c1C)C(=O)CC(c1ccc(OCC)c(OC)c1)C2 (centres undefined)	-2	-3	1	-4	-3	1.1	0	-0.4	-7
COCCN(C(=O)COC(=O)c1cnc(C)cn1)c1c(N)n(Cc2ccccc2)c(=O)[nH]c1=O	-4	-8	1	-2	-1	0.92	-1	1.2	8
Cc1cc2nc(-c3cccnc3SCC(=O)NC(C)C)[nH]c2cc1C	-4	-6	1	-5	-1	0.91	-4	-3.9	9
C=C(C)CSc1nc2c(cc1C#N)CCC2	1	-5	0.94	6	2	0.94	-2	-2.2	6
COC(=O)c1ccc(/C=C2/SC(=S)N(CCCC(=O)Nc3ccc(O)cc3)C2=O)cc1	6	-5	0.84	16	7	1.3	-2	0.5	-35
O=C(Cn1c(CO)nc2ccccc21)Nc1ccc2c(c1)OCCCO2	-3	-10	1.1	-13	-2	0.9	-5	-2.9	10
NNC(=O)c1sc2cc(C(F)(F)F)cnc2c1-c1cccnc1	-4	2	1	-3	0	1	0	0.6	-4
CC1CCCCN1C(=O)CSc1nnc(-c2ccco2)o1 (centres undefined)	-2	-1	1.1	-6	-2	1.1	1	-0.2	-6
C[C@H]1COC(=O)[C@H](Cc2ccc(F)cc2)C/C=C\C[C@H](CC(=O)NCCO)C(=O)N1	-1	-5	1	0	-3	0.98	1	-0.8	2
O=C1OC(Nc2ccc3ncccc3c2)c2ccccc21 (centres undefined)	-2	2	0.95	4	0	1.1	-5	-1.1	-10
CCN(CC)S(=O)(=O)c1cc(NC(=O)c2ccc(-n3cncn3)c([N+](=O)[O-])c2)ccc1C	-1	-6	0.92	8	-12	0.92	-1	0.0	8
COC(=O)c1ccc(CSc2nnc(NC(=O)C3CC(=O)N(c4ccc5c(c4)OCCO5)C3)s2)cc1 (centres undefined)	-1	-3	0.95	5	9	1	4	-20	-2
Cc1ccc(NC(=O)c2nc3nccc(C)n3n2)cc1S(=O)(=O)N1CCCCC1	2	-1	0.96	4	0	1	2	0.2	-4
CS(=O)(=O)c1ccc(Cl)c(NC(=O)COC(=O)CCCN2C(=O)c3cccc4cccc(c34)C2=O)c1	5	-7	1	-1	2	0.84	0	-2.1	16
COc1ccc(Cl)cc1C(=O)CSc1nnnn1C1CCCC1	-4	-4	0.82	18	-39	1	-5	0.4	-3
CC(Oc1ccccc1)C(=O)N=C1SC2CS(=O)(=O)CC2N1Cc1ccc(F)cc1 (centres undefined)	0	-6	1	0	1	1.2	-5	5.0	-21
